Screening results from PubChem BioAssay.
FBW7 act – human FBW7 E3 ligase activation, primary screen; AlphaScreen FBW7–phospho-cyclin E peptide binding, activator screen; normalized activity (activation), % at 26.1 µM; 0.13% of 650,000 active; AID 1259310; in the data active means normalized activity above about 1.9%;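 further: purified mutant Fbw7 with reduced substrate affinity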
GPR151 activ – human GPR151 activation | Q8TDV0 | 1% of 650,000 active | activation, % at 11.2 µM | AID 1508602 | PathHunter beta-arrestin GPR151 cells, luminescence; in the data active means activation above about 4.9%;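 further: 0% = median of compound wells and 100% = cells with positive control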
Target sequence (Q8TDV0 whole entry, looked up): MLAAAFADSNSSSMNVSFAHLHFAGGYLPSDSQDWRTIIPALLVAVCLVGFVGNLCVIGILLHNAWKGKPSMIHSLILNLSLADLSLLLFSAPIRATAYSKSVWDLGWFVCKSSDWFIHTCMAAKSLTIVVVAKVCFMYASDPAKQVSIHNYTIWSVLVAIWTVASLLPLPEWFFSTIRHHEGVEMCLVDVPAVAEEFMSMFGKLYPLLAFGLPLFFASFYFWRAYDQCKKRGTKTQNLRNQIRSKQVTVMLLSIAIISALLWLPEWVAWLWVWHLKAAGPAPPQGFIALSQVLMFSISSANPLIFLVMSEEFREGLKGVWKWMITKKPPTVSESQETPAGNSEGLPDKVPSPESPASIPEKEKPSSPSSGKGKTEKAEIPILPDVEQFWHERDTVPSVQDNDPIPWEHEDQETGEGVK
TEAD-YAP block – TEAD-YAP interaction inhibition | inhibition, % at 9.12 µM | 1.4% of 640,000 active | HEK-TIYL cells, TEAD-Gal4/YAP UAS-luciferase luminescence | AID 1259422; in the data active means inhibition above about 32%;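 further: 0% = median of test compound wells and 100% = reference inhibitor wells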
MITF primary – inhibitors of human MITF; O75030; AlphaScreen MITF homodimerization, bead proximity signal; inhibition, % at 2.6 µM; 0.91% of 650,000 active; AID 1259374; in the data active means inhibition above about 50%;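 further: 0% = vehicle wells with protein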
Target sequence (O75030 whole entry, looked up): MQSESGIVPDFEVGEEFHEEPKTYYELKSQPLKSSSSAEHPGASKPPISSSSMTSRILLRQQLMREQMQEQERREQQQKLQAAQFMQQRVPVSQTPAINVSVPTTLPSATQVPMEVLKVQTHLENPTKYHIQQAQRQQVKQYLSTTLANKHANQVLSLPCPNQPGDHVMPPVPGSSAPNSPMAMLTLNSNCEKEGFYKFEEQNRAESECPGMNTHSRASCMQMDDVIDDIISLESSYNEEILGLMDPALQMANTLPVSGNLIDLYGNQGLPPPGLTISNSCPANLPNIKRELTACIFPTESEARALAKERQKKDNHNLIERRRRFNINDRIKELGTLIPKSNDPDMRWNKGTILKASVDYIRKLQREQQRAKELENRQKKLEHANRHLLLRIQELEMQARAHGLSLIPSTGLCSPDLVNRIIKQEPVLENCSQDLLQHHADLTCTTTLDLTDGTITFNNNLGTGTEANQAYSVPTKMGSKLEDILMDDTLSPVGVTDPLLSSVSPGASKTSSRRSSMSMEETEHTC
An asterisk follows results filed as active; & = joins results of further samples; ! = a repeat was not active.

SMILES | FBW7 act | GPR151 activ | TEAD-YAP block | MITF primary
COc1ccc(CCNC(=O)c2cc(-c3cccs3)on2)cc1OC | -0.1 | 0.2 | -39.2 | -3.9
CCOc1ccc(-n2c(C)nc3cc(C(=O)O)ccc32)cc1 | 0.2 | 1.6 | -8.9 | 7.2
CC(=O)c1cc(-c2ccccc2)n(CCC(=O)NCc2ccccc2)c1C | -0.2 | 0.4 | -7.9 | -3.9
Oc1cccc(-c2cnc3c(NCCc4ccccn4)nccn23)c1 | 0.4 | -1.6 | 26.7 | 3.1
Cc1ccc(/C(O)=C2/C(=O)C(=O)N(CCCn3ccnc3)C2c2cccc(F)c2)cc1 (centres undefined) | -0.1 | -1.2 | 5.7 | 1.9
Cc1cccc(NC(=O)NCCN2C(=O)C3C4C=CC(C4)C3C2=O)c1 (centres undefined) | 0.1 | 0.1 | 1.0 | 9.4
COc1ccc(CCNc2nc(-c3cccc(N)c3)nc3c2ncn3-c2ccsc2)cc1 | -0.1 | 3.9 | 10.5 | -8.2
O=C(Nc1ccccc1O)C(Cl)Cl | -0.1 | -0.5 | 2.5 | 3.9
O=C(NCSc1ccncn1)c1ccccc1 | 0.1 | 2.9 | 0.6 | -10.9
Cc1ccc(C(=O)Nc2ccc([N+](=O)[O-])cc2)c(Cl)c1 | -0.2 | 14.5* | -44.0 | 7.9
COc1ccc(S(=O)(=O)NNC(=O)c2ccc(Cl)cc2Cl)cc1 | -0.1 | 1.1 | 3.3 | -21.2
O=C(C[n+]1ccc(C(=O)NCCO)cc1)c1ccc2c(c1)OCCO2 | -0.2 | 0.4 | 2.4 | -5.1
O=C(Nc1ccc2nc(SCc3ccc(I)cc3)sc2c1)c1ccccc1Cl | 0.4 | 1.1 | -0.8 | 0.1
O=C1CCCN1CCCNc1ccnc(Nc2ccc(C(F)(F)F)cc2)n1 | 0.0 | 0.4 | -9.4 | -6.3
CCCOC(=O)C1=C(C)NC2=C(C(=O)C(C(=O)OC)C(C)C2)C1c1ccccc1OCC (centres undefined) | 0.0 | 1.9 | 4.7 | -8.6
COc1ccc(-n2nc(C(=O)N3CCN(c4ccccc4F)CC3)c3ccccc3c2=O)c(OC)c1 | 0.1 | 0.6 | 3.0 | 8.4
CC1CCC(NC(=O)c2ccc(NC(=O)c3ccc(=O)[nH]c3)cc2)CC1 (centres undefined) | 0.0 | 0.2 | -10.5 | 10.2
Cc1cccc(C(=O)NC(=S)Nc2ccc(C(=O)O)cc2)c1 | 0.0 | -0.5 | -12.3 | -9.8
N#Cc1cc(C(=O)C(F)(F)F)c(-c2cccs2)nc1SCC(N)=O | 0.4 | -0.7 | -1.9 | 9.3
C=CCOc1c(Br)cc(CNCCCN2CCOCC2)cc1OCC | 0.3 | 3.3 | 9.4 | -3.4
CN1C[C@@H]2C[C@@H](c3ccc(C4CCCCC4)s3)N3CCC[C@@]23C1=O | -0.1 | 2.9 | -2.7 | -0.3
Cc1cccc(N(C(=O)c2csnn2)C(C(=O)NC2CCCC2)c2ccco2)c1 (centres undefined) | -0.1 | -0.1 | 12.4 | 5.4
Cc1ccccc1-c1nc2cc(N)ccc2o1 | 0.1 | -4.2 | 3.8 | -6.4
COc1cccc(C(=O)/C=C/Nc2ccc(NC(C)=O)cc2)c1 | 0.0 | 3.2 | -19.2 | -9.6
Cc1ccc(-c2nnc(NC(=O)C3CC3)o2)cc1C | -0.1 | -0.7 | -5.3 | 9.4
CCCCCCCC/C=C\CCCCCCCC(=O)NCCO | 0.4&0.1 | 1.9&-0.1&1.5 | -1.0 | -10.3&5.5&-23.6
CCc1oc2cc(O)ccc2c(=O)c1-c1ccc2c(c1)OCCO2 | -0.1 | 0.2 | 7.8 | 9.1
O=C(CCC(=O)N1CC=C(c2c[nH]c3ccccc23)CC1)NCCN1CCCC1 | 0.0 | 0.0 | -0.4 | -4.0
Cc1nc(Oc2ccc(C)c(C)c2)c2c3c(sc2n1)CC(C)CC3 (centres undefined) | 0.1 | 0.8 | -1.0 | 14.4
CC1=C(C(=O)OCC(C)C)C(c2ccccc2Br)C2=C(CC(c3ccc(Cl)cc3)CC2=O)N1 (centres undefined) | 0.2 | 1.0 | 6.5 | -20.9
CC(C)=CC(=O)Nc1ccc2c(c1)OCO2 | 0.0 | -6.3 | 3.1 | 7.5
CCN1C(=O)CC(C(=O)OC)C12CCN(Cc1cnn(-c3ccc(F)cc3)c1)CC2 (centres undefined) | -0.1 | -0.4 | -3.3 | -2.3
Cc1oc(-c2ccccc2)cc1C(=O)Nc1cccc(Oc2ccccc2)c1 | -0.1 | 0.1 | 7.5 | -3.1
CC(=O)Oc1cc(/C=C/c2cc3c(cc2[N+](=O)[O-])OCO3)nc2ccccc12 | 0.0 | -0.2 | -4.8 | -0.5
C=C(C)c1cccc(C(C)(C)NC(=O)Nc2ccc3c(c2)oc2ccccc23)c1 | -0.1 | 1.2 | -7.8 | 7.3
N#CCCN1CCN(C(CNS(=O)(=O)c2ccc(Cl)cc2)c2ccccc2)CC1 (centres undefined) | -0.1 | 1.4 | 6.3 | -3.9
COc1ccc2c(c1)oc1c(-c3ccncc3)c(C#N)c(N)c(C#N)c12 | 0.3 | 0.0 | -2.1 | 5.6
CN1C(=O)C(=Cc2ccc(OCc3ccccc3C#N)cc2)C(=O)N(C)C1=S | -0.1 | 0.2 | -14.0 | 11.2
O=C(Nc1ccc(-c2ccn[nH]2)cc1)C1CCCN(C2CSCCSC2)C1 (centres undefined) | -0.1 | -0.3 | -1.8 | -8.7
O=C(O)c1c(CNCc2ccc(F)cc2)c2ccccc2n1Cc1ccc(F)cc1 | 0.6 | -0.9 | 8.0 | 14.3

Looked up one by one from above (2):
SMILES | FBW7 act | GPR151 activ | TEAD-YAP block | MITF primary
CC(=O)Oc1cc(/C=C/c2cc3c(cc2[N+](=O)[O-])OCO3)nc2ccccc12 | 0.0 | -0.2 | -4.8 | -0.5
Cc1nc(Oc2ccc(C)c(C)c2)c2c3c(sc2n1)CC(C)CC3 (centres undefined) | 0.1 | 0.8 | -1.0 | 14.4

(further entries)
SMILES | FBW7 act | GPR151 activ | TEAD-YAP block | MITF primary
COc1cc(-c2nc3ccccc3c(=O)n2N)cc(OC)c1OC | 0.0 | -0.4 | 2.0 | -3.7
CC(=O)Nc1nnc(SCC(=O)Nc2ccccc2C(F)(F)F)s1 | 0.6 | -2.2 | 1.4 | 8.0
CC(C)c1nnc(NC(=O)Nc2ccc(Cl)cc2Cl)s1 | 0.4 | 0.6 | 4.2 | 11.0
CCCCc1ccc(N=N/C(C(=O)Nc2ccc(C(N)=O)cc2)=C(/C)O)cc1 | 0.1 | -1.1 | 1.1 | 21.9
CC(=O)N1CCN(c2ccc(NC(=O)c3cccc(F)c3)cc2)CC1 | -0.1 | -0.4 | -40.1 | 11.6
Cc1ccc(N2CC3=C(C2=O)C(c2ccccc2)NC(=O)N3C)cc1 (centres undefined) | -0.1 | -0.3 | 11.8 | 2.0
COCCCNCCOCCOc1cccc(Cl)c1Cl | -0.1 | 3.3 | -8.0 | 34.1
N/C(COc1nc(N2CCOCC2)nc(N2CCOCC2)n1)=N/O | 0.0 | -0.9 | 2.5 | 3.3
O=C1C2C3CCC(C3)C2C(=O)N1c1ccccc1Cl (centres undefined) | 0.2 | -1.1 | -8.5 | -9.1
CC(C)(C)CN1CCN(Cc2ccc3ncccc3c2)CC1CCO (centres undefined) | 0.0 | -1.6 | -3.6 | 11.2
O=C(COC(=O)c1ccc[nH]c1=O)Nc1ccc2c(c1)OC(F)(F)O2 | 0.3 | 0.3 | -2.4 | 11.5
CCCN(C#N)c1nc(NC(C)C)nc(NC(C)C)n1 | -0.2 | -0.2 | -2.0 | -9.8
O=C(N[C@H]1C[C@H]2C(=O)N[C@H](Cc3ccccc3)C(=O)N2C1)c1ccc(F)cc1 | -0.2 | 0.2 | -7.5 | -2.2
CC(C)(C)CN1CCN(CC#Cc2ccccc2)CC1CCO (centres undefined) | 0.1 | -0.2 | -8.0 | -0.8
CC(C)(C)NC(=O)c1cnn(-c2ccccc2)c1NC(=O)c1ccccc1 | 0.2 | 1.1 | 3.6 | -1.8
Cc1cc(Cl)ccc1NC(=O)c1cccs1 | 0.0 | 0.6 | -10.9 | -2.7
O=C1NCCN(C2Cc3ccccc3C2)C1CC(=O)N1CCCC1 (centres undefined) | -0.2 | -2.7 | -4.0 | -0.1
CCOC(=O)c1c(-c2ccc(C)cc2)csc1NC(=O)c1cc(OC)c(OC)c(OC)c1 | 0.3 | 0.2 | 1.0 | 21.7
CCOC(=O)C1=C(C)NC(C)=C(C(=O)OCC)C1c1ccc(C(=O)OC)cc1 | 0.1 | 0.7 | -8.8 | -9.6
O=C(O)C1CC=CCC1C(=O)N1CCN(c2nc(-c3ccccc3)c3cc([N+](=O)[O-])ccc3n2)CC1 (centres undefined) | 0.0 | -0.1 | -8.0 | 24.9
CCc1ccc(NC(=O)C(CC)Sc2nc3ccsc3c(=O)n2NC(=O)COc2ccccc2Br)cc1 (centres undefined) | 0.0 | 0.2 | 2.8 | 0.6
CN1C(=O)CC(CC(=O)N(CC2CC2)CC2CCCO2)(c2ccccc2F)C1=O (centres undefined) | -0.2 | 0.6 | -8.0 | -9.1
CN(C)N1C(N)=C(C#N)C(c2ccc3ccccc3c2)C2=C1CC(C)(C)CC2=O (centres undefined) | 0.1 | 0.8 | -2.3 | -4.8
Cc1nn(-c2cccc(C(=O)O)c2)c(C)c1[N+](=O)[O-] | -0.1 | -0.3 | -7.1 | 0.2
CCc1ccccc1NC(=O)CSc1nc2ccsc2c(=O)n1Cc1ccc(C)cc1 | 0.9 | -0.9 | -1.1 | 15.5
COc1ccc(NC(=O)Cn2nc(C(F)(F)F)c(Cl)c2C)c(OC)c1 | -0.3 | 0.9 | -2.9 | 15.4
CC(C)(c1ccccc1)c1ccc(OCCCNCCN)cc1 | -0.1 | 1.0 | 8.7 | -1.7
C1CCc2c(nc3nnnn3c2NC2CCCC2)C1 | -0.2 | 0.9 | -4.3 | 3.9
CN(C)S(=O)(=O)N1CCC2(CC1)CC(=O)c1ccccc1O2 | -0.1 | -0.9 | 0.1 | -0.5
CCCCN(C(=S)Nc1ccccc1OCC)C1CCN(C(C)=O)CC1 | -0.1 | 0.0 | 1.1 | 1.9
COc1ccc(Cl)cc1C(=O)NNC(=O)CN(C)S(=O)(=O)c1ccc(Cl)cc1 | 0.1 | 1.5 | 4.0 | 10.9
CN(C)c1ccc(/C=N/Nc2ccc(Cl)c(C(=O)O)c2)cc1 | 0.5 | 0.7 | -83.0 | 20.7
O=C(Nc1ccccc1)c1c(F)cccc1F | 0.1 | -0.5 | -1.5 | 7.0
COc1ccc(/C=C(\C(C)=O)C(=O)OC(C)C)c(OC)c1 | 0.1 | -2.1 | -3.7 | -7.5
CSc1ccc(-c2nc(-c3ccc(Br)cc3)c(-c3ccccc3Br)[nH]2)cc1 | 0.0 | -0.8 | 10.4 | 0.8
CC(C)CC(NS(=O)(=O)c1ccccc1)C(=O)O (centres undefined) | 0.1 | -0.5 | -4.0 | 8.9
CC(C)(C)OC(=O)Cn1cnc2cc([N+](=O)[O-])ccc2c1=O | -0.2 | 0.5 | -5.9 | -0.6
Cc1ccc(NCC(=O)N/N=C/c2ccccc2O)c(C)c1 | -0.2 | -0.2 | 11.6 | -2.4
O=C(NCc1nc(-c2ccncc2)n[nH]1)c1cnccn1 | 0.0 | 1.1 | 8.0 | -7.6
O=C(CSc1cccc[n+]1[O-])NCCc1ccccc1 | 0.0 | 1.4 | -9.3 | -2.0

Part of the list above, limited to FBW7 act.
SMILES	FBW7 act
COc1ccc(NC(=O)Cn2nc(C(F)(F)F)c(Cl)c2C)c(OC)c1	-0.3
CC(C)(c1ccccc1)c1ccc(OCCCNCCN)cc1	-0.1
C1CCc2c(nc3nnnn3c2NC2CCCC2)C1	-0.2
CN(C)S(=O)(=O)N1CCC2(CC1)CC(=O)c1ccccc1O2	-0.1
CCCCN(C(=S)Nc1ccccc1OCC)C1CCN(C(C)=O)CC1	-0.1
COc1ccc(Cl)cc1C(=O)NNC(=O)CN(C)S(=O)(=O)c1ccc(Cl)cc1	0.1

Next results follow:
SMILES | FBW7 act | GPR151 activ | TEAD-YAP block | MITF primary
CCOC(=O)C1CN(S(C)(=O)=O)c2cc(CC(=O)OC)ccc2O1 (centres undefined) | -0.1 | 2.6 | 3.9 | -3.1
NC[C@H]1O[C@H](O[C@H]2[C@H](O)[C@@H](O[C@H]3O[C@H](CO)[C@@H](O)[C@H](N)[C@H]3O)[C@H](N)C[C@@H]2N)[C@H](N)C[C@@H]1O | 0.0&-0.2&0.1 | 23.8*! | 6.7&7.8 | -0.4&0.1&12.8
CCOc1c(C)cnc2c1c(=O)n(CC(=O)Nc1ccc(CC)cc1)c(=O)n2C | 0.0 | 0.7 | -1.2 | 3.8
CCOC(=O)C1=C(C)NC2=C(C(=O)C(C(=O)OCC)C(c3ccccc3OC)C2)C1c1cccc(OC)c1 (centres undefined) | 0.3 | -0.1 | 6.9 | 8.3
COc1cccc(C2NC(=O)CCC2[N+](=O)[O-])c1 (centres undefined) | -0.2 | 0.1 | 0.0 | -8.3
